EPAC2 agonist – qHTS for Agonist of cAMP-regulated guanine nucleotide exchange factor 4 (EPAC2): primary screen | Rap guanine nucleotide exchange factor 4 (Homo sapiens), Q8WZA2 | EPAC2 activation, biochemical qHTS; response scale: 100% = 6.5 mM cAMP response | Potency, µM (highest dose often 154 µM), for the others: at the top dose activation, usual class: activators | actives 0.079% (n = 360,000) | AID 720711, 2013; note: potency is the fitted concentration of half-maximal effect; nearly all actives have a fitted effect of over 50% in size
Target sequence (Q8WZA2 whole entry, looked up): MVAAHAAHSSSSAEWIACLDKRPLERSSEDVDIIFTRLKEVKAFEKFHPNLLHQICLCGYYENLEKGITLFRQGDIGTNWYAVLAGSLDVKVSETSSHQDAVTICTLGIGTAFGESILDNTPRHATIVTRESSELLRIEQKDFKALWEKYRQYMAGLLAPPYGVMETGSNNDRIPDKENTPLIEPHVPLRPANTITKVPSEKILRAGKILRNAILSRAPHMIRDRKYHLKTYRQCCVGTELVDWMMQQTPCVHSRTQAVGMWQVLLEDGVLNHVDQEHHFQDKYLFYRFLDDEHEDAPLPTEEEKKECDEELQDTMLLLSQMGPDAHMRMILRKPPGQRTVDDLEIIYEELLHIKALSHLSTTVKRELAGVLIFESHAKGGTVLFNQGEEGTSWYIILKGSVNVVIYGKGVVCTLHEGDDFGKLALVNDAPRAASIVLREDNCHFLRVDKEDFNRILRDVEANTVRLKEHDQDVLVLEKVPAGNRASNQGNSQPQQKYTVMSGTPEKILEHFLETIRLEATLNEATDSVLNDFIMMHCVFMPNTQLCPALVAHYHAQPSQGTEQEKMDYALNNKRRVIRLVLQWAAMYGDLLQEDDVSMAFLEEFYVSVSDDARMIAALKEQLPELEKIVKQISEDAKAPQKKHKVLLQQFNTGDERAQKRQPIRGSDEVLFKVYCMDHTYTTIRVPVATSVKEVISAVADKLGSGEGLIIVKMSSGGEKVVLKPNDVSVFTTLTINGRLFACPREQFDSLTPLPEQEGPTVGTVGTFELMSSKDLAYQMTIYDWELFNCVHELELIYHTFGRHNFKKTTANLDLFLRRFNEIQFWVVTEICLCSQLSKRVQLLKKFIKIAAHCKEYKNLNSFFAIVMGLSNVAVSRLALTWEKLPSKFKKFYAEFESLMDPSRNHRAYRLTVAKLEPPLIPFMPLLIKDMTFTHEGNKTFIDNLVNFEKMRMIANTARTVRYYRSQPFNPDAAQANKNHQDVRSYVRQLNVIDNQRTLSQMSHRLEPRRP
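Exchange assay: 100 nM EPAC2 with 250 nM Rap1B-BODIPY-GDP and 50 uM GDP. Fluorescence (ex 480/em 540 nm) read every 5 min for 30 min at room temperature. Data normalized to 6.5 mM cAMP as agonist control.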
D3 antag – qHTS of D3 Dopamine Receptor Antagonist: qHTS; D(3) dopamine receptor (Homo sapiens), P35462; D3R cells, DiscoveRx beta-arrestin luminescence, antagonist mode; active compounds read low; max response, negative = inhibition, %; actives 2.5% (n = 360,000); AID 652054, 2013; in the data active = max response below about -50%; inconclusive = no clear call, values can overlap the other calls; note: % is set by controls: 0 for no effect and ±100 for the full control effect; mostly tested at two doses, the higher about 12 µM
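Cells expressing the human receptor were seeded at 1500 cells/well, incubated overnight at 37 degrees C in 5% CO2, then exposed to library compounds with dopamine controls for 90 minutes at 37 degrees C before luminescent detection.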
Abeta rescue – qHTS for compounds that reverse cellular toxicity of Amyloid beta (A-beta) peptide in yeast: Primary Screen; actives 0.063% (n = 410,000); yeast expressing A-beta42, growth rescue, OD600, 48 h; response scale: 0% DMSO, 100% iron-clioquinol control; Potency, µM (titrated, usually from 46.1 µM), for the others: top-dose growth rescue, actives largely listed as activators; note: potency is the fitted concentration of half-maximal effect; nearly all actives have a fitted effect of over 55% in size
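Yeast growth medium received pinned compounds, then yeast cells expressing toxic A-beta were added; plates incubated at 30 C for 48 hr. Growth read as absorbance at 600 nm, normalized to DMSO and equimolar FeCl3 plus clioquinol controls.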
aSyn rescue – qHTS of alpha-syn Inhibitors. Yeast expressing alpha-synuclein, growth rescue, BacTiter-Glo, 24 h. Potency, µM (titrated, usually from 46.1 µM), inactives show top-dose growth rescue (activation), most hits filed as activators. actives 0.14% (n = 370,000). AID 652106, 2013; note: potency is the fitted concentration of half-maximal effect; % of control where 0% means no effect; nearly all actives have a fitted effect of over 65% in size
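Screening used galactose-induced yeast with toxic alpha-synuclein levels, exposed to compound for 24 hr at 30 deg C. Cell growth, read with BacTiter-Glo luminescence, gave the measured signal.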
EPAC2 antag – qHTS for Antagonist of cAMP-regulated guanine nucleotide exchange factor 2 (EPAC2): primary screen; Rap guanine nucleotide exchange factor 4 (Homo sapiens), Q8WZA2; EPAC2 GEF exchange of Rap1B-BODIPY-GDP, fluorescence; Potency, µM (doses to about 114 µM), for the others: at the highest dose activity, negative = inhibition, hits mostly inhibitors; actives 0.18% (n = 360,000); note: potency is the fitted concentration of half-maximal effect; % is set by controls: 0 for no effect and ±100 for the full control effect; nearly all actives have a fitted effect of over 45% in size; many of its hits are not listed in these tables
DRD3 agonist – qHTS of D3 Dopamine Receptor Agonist: qHTS; D(3) dopamine receptor (Homo sapiens), P35462; D3R DiscoveRx beta-arrestin cells, luminescence, 90 min; max activation, %; actives 0.58% (n = 410,000); AID 652048, 2013; in the data active = max activation above about 30%; note: 0% is about no effect; mostly tested at two doses, the higher about 12 µM
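Cells at 1500/well, incubated overnight, then treated with pinned compounds (dopamine as control) for 90 min at 37 degrees C. DiscoveRx reagent added for 30 - 60 minutes at room temperature; luminescence read.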
TDP-43 yeast inh – qHTS of TDP-43 Inhibitors. Potency, µM (series often up to 46.1 µM), without a hit: at the highest dose growth rescue (activation), most hits filed as activators. TDP-43 expressing yeast growth rescue, BacTiter-Glo, 24 h. actives 1.8% (n = 410,000); note: potency is the fitted concentration of half-maximal effect; % of control where 0% means no effect; nearly all actives have a fitted effect of over 50% in size
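Readout is BacTiter-Glo luminescence of cell growth, so inhibitors register as activators. TDP-43-expressing yeast at OD600=0.02 in galactose medium, after raffinose pregrowth to mid-log, were incubated with compound for 24 hr at 30 deg C.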
FUS suppressor – qHTS for Suppressors of FUS Proteinopathy: Primary screen using FUS-linked yeast assay | actives 0.24% (n = 390,000) | Potency, µM (doses to about 76.6 µM), without a hit: at the highest dose growth rescue (activation), most hits filed as activators | S. cerevisiae FUS-expressing, growth rescue, OD600, 24 h | AID 1347120, 2019;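 note: potency is the fitted concentration of half-maximal effect; plate controls were DMSO vehicle for no effect and reference control for full effect; nearly all actives have a fitted effect of over 55% in size; some results filed as inactive show a strong effect at the top dose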
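Toxicity suppression screen in FUS-yeast. Cells induced with 2% galactose, starting OD 0.005, treated 24hr at 30C with compounds at multiple final concentrations; growth by OD600.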
* = called active by the depositor; ? = inconclusive; · = not tested or not shown; [ ] = dose if it differs, or a comment. Unless noted, calls come from the whole dose curve; as a rule, active = well fitted curve in the direction sought with a large enough effect; inconclusive = small, poorly fitted or top-dose-only effect, or another doubt; inactive = no such curve, though single readings can be large; an effect the other way counts as inactive or inconclusive.

| SMILES | EPAC2 agonist | D3 antag | Abeta rescue | aSyn rescue | EPAC2 antag | DRD3 agonist | TDP-43 yeast inh | FUS suppressor |
| --- | --- | --- | --- | --- | --- | --- | --- | --- |
| O=S(=O)(c1ccc(Br)cc1)N1CCCN(Cc2cccc(F)c2)CC1 | 11% | -10 | -4% | 3% | 0% | -8 | 6% | -15% |
| O=C(Nc1ccc(Cl)cc1)Nc1ccc(N2CCC(C(F)(F)F)CC2)nc1 | 5% | 9 | -6% | 1% | -1% | 18 | -6% | -13% |
| C[C@@H]1CN([C@@H](C)CO)C(=O)CCCn2cc(nn2)CO[C@H]1CN(C)S(=O)(=O)c1ccc(Oc2ccccc2)nc1 | 9% | -6 | -1% | -4% | 5% | 4 | 30% | 6% |
| O=C(CCC1CCCC1)Nc1ccccc1-c1ccccc1 | 13% | 9 | -28% | 1% | -13% | 4 | 26% | · |
| O=C(NCCc1c[nH]c2ccccc12)C(=O)NCC(c1ccco1)N1CCN(c2ccc(F)cc2)CC1 (stereo unspecified) | 4% | 4 | -6% | 0% | 2% | 17 | 20% | 16% |
| C=CCN=C1NN=C(c2ccc3c(c2)OCCO3)CS1 | -6% | -16 | -14% | 1% | 1% | -11 | -18% | ? |
| CN(C)C(=O)c1cccc(-c2cnc3c(NC=O)cc(-c4ccc(N(C)C)cc4)cn23)c1 | 18% | -17 | -19% | -5% | -18% | 4 | ? | 33% |
| Cc1ccc(Cn2c(CNC(=O)Cc3cccc([N+](=O)[O-])c3)nc3cccnc32)cc1 | · | · | -8% | · | · | 0 | 10% | -11% |
| O=S1(=O)CC(N2CCN(c3ccccn3)CC2)CN1C1CCCCC1 (stereo unspecified) | 2% | -25 | -14% | 0% | -11% | -7 | -3% | -25% |
| O=C(c1ccc(OC2CCN(CCc3ccccc3)CC2)cc1)N1CCC(CO)CC1 | -3% | -6 | 8% | 7% | 4% | 2 | 10% | 15% |
| O=C(CCCCn1c(=O)c2ccccc2n(Cc2ccccc2F)c1=O)NCc1ccccc1Cl | · | · | 2% | · | · | 5 | 22% | -33% |
| Cc1ccc(CNC(=O)CCNC(=O)c2ccc(Br)o2)cc1 | 5% | -17 | -9% | 1% | 5% | -5 | -21% | 19% |
| COc1ccc(C(=O)n2ncc(C#N)c2N)cc1 | 2% | 7 | -4% | -1% | 2% | 3 | -8% | 2% |
| CC1CCN(CCCNC(=O)C2CCC(CNS(=O)(=O)c3cccc4nsnc34)CC2)CC1 (stereo unspecified) | -5% | 9 | 10% | 5% | 2% | -12 | -7% | 4% |
| Nc1nc(NCc2ccccc2)nc(-c2ccccc2)n1 | 2% | -13 | -4% | -34%[inhibitor] | -2% | 0 | -2% | -6% |
| CN(C)C(=O)CCc1ccc2c3c([nH]c2c1)[C@]1(C)[C@@H](C(=O)N2CCCCC2)C[C@H](CC(=O)NCc2ccco2)C(=O)N1CC3 | 9% | 0 | 0% | -2% | -3% | 9 | 13% | 8% |
| O=C(NCc1ccccc1)C1(C(F)(F)F)C/C(=C\CCO)CCCO1 (stereo unspecified) | 6% | 23 | 1% | 3% | -2% | -5 | 24% | -28% |
| Clc1cccc(Cl)c1Cn1cnc2c(N3CCCCCC3)ncnc21 | 20% | 19 | -4% | -15% | -4% | -3 | 6% | 30% |
| O=[N+]([O-])c1ccc(NN=C(C2CC2)C2CC2)c([N+](=O)[O-])c1 | 2% | 11 | -10% | 0% | 9% | -1 | 21% | -35% |
| Cc1ccc(S(=O)(=O)N(C)C)cc1NC(=O)COC(=O)Cc1ccc(Br)cc1 | 10% | -16 | 11% | 0% | -14% | -5 | -7% | 29% |
| O=C(C[C@H]1C(=O)N(Cc2cccnc2)C[C@@H]1Cc1ccccc1)Nc1ccccc1 | 3% | 5 | 1% | -1% | -6% | 0 | 13% | -3% |
| CSc1ccccc1NC(=O)CNCCCN1CCOCC1 | 6% | -13 | -14% | -4% | 2% | -22 | -26% | 23% |
| CCN1C(=O)/C(=C\C=C2/C=CC=CN2CC)SC1=S | -14% | -15 | -34%[inhibitor] | -30%[inhibitor] | -5% | -12 | -9% | · |
| CCCCC(=O)NC(c1ccccc1)c1ccc2cccnc2c1O (stereo unspecified) | -14% | -12 | ? | 0% | -7% | 3 | -13% | 16% |
| O=C1C(Sc2cccc(F)c2)=C[C@@]2(O)CC[C@@H](O)[C@]1(Sc1cccc(F)c1)[C@H]2O | 6% | 4 | 8% | 8% | 0% | -1 | 0% | 14% |
| O=[N+]([O-])c1ccc2c(c1)nc1n2CCCCC1 | 8% | 6 | -3% | -1% | 0% | 13 | -7% | -4% |
| CCOc1ccc(NC(=O)CC2C(=O)N(c3ccc(OC)cc3)C(=O)N2CCc2ccc(OC)c(OC)c2)cc1 (stereo unspecified) | -8% | 10 | 0% | 4% | -18% | 13 | 11% | 10% |
| Oc1cccc(-c2nnc(-c3cccc(O)c3)nn2)c1 | 4% | -17 | -25% | -27% | 2% | -11 | -38%[inhibitor] | · |
| CCCCc1c(Cc2cccc(F)c2)ncn1CCc1ccccc1OC | 13% | 13 | 14% | -7% | ? | 2 | 13% | 6% |
| N=c1c(C(=O)NCC2CCCO2)cc2c(=O)n3ccccc3nc2n1Cc1ccc(Cl)cc1 (stereo unspecified) | 9% | -3 | · | -1% | -3% | -5 | 11% | 15% |
| O=C(COC(=O)c1cccnc1Cl)c1ccc2c(c1)OCCO2 | 3% | 7 | -4% | -7% | 4% | 2 | -14% | 23% |
| Cc1cccc(C(=O)Nc2ccccc2C(=O)OCc2c(C)noc2C)c1 | 19% | 14 | -1% | 9% | -4%[57.1 µM] | -7 | ? | 17% |
| Cc1cc(C(=O)Nc2nc3ccc(S(C)(=O)=O)cc3s2)c(C)o1 | 1% | -14 | -33% | -8% | 16% | 3 | 0% | 31% |
| COc1ccc(/C=N/n2c(N)nc3ccccc32)cc1OC | -14% | -1 | 8% | 2% | -3% | 5 | 16% | -17% |
| COc1ccccc1N(C)S(=O)(=O)c1ccc(Cl)c(C(=O)NCc2ccco2)c1 | 11% | 0 | -8% | 2% | -1% | -9 | -21% | 26% |
| CCN(CC)S(=O)(=O)c1ccc2c(c1)N(CC(=O)N1CCN(c3cccc(Cl)c3)CC1)C(=O)CO2 | · | · | 5% | · | · | -3 | 3% | ? |
| CCCc1nn(C)c(C(=O)Nc2cccc(CC)c2)c1Cl | 3% | 9 | -4% | -5% | -26% | 4 | 20% | · |
| Cc1ccc2c(c1)-c1onc(C(=O)N3CCN(c4cccc(C)c4C)CC3)c1CO2 | · | · | 0% | 3% | · | 3 | 4% | 17% |
| Cc1cc(C)nc(SCCN2CCOCC2)n1 | 5% | 23 | 11% | -2% | 6% | 4 | 1% | 13% |
| OCCCCNCc1ccc(OCc2ccc(Cl)cc2)cc1 | 9% | -18 | -30% | 0% | -6% | -14 | -15% | 2% |
| Cc1c(NS(=O)(=O)c2cccc(C(=O)NC(C)c3ccccc3)c2)c(=O)n(-c2ccccc2)n1C (stereo unspecified) | 4% | 6 | -2% | 0% | -6% | 7 | -2% | -10% |
| COc1ccccc1C(=O)Nc1cc2c(cc1N1CCCCC1)n(C)c(=O)n2C | · | · | -12% | · | · | -23 | 14% | -9% |
| CN(Cc1ccccc1)S(=O)(=O)c1ccc(Cl)c(C(=O)OCC(N)=O)c1 | -1% | 5 | 0% | 5% | -12% | 4 | 18% | -1% |
| CCOc1ccccc1NC(=S)N1CCN(c2cccc(C)c2C)CC1 | 30% | -8 | ? | -7% | -9% | 12 | ? | 34% |
| O=C(NC1CC2CCC(C1)N2C(=O)NCc1ccccc1)NC12CC3CC(CC(C3)C1)C2 (stereo unspecified) | -8% | -24 | -2% | -4% | -1% | 5 | 15% | -7% |
| O=C(NCc1ccc(F)cc1)C1CCN(S(=O)(=O)N2CCC3(CC2)OCCO3)CC1 | 9% | -8 | 13% | -2% | 0% | -1 | -20% | 1% |
| Cn1c(=O)c2c(-c3ccccc3Br)n(Cc3ccccc3)cc2n(C)c1=O | · | · | -12% | · | · | 2 | 22µM* | 10% |
| COCCn1c(=O)c2c(nc3n2CC(C)CN3Cc2ccccc2)n(C)c1=O (stereo unspecified) | 7% | -11 | -3% | -4% | 11% | 7 | -7% | -12% |
| Cc1cc(NC(=O)C(C)SCC(=O)OCC(=O)N(C)c2ccccc2)no1 (stereo unspecified) | -7% | 9 | 1% | -1% | -1% | -2 | ? | 17% |
| COCCCNC(=O)COc1ccc(-c2nccc(-c3ccccn3)n2)cc1 | 8% | -7 | 20%[9.22 µM] | 8% | 4% | 5 | ? | -7% |
| CN1CCN(CCC(=O)N2c3ccccc3Sc3ccc(Cl)cc32)CC1 | -5% | -51* | 3% | · | -7% | -13 | -6% | 13% |
| CN(CC(=O)Nc1ccccc1Br)C(=O)c1cc2c(s1)CCCCC2 | 3% | 9 | -12% | 2% | -9% | 6 | 18µM* | 15% |
| COc1cccc(OC)c1C(=O)Nc1sc2c(c1C(N)=O)CCCC2 | 9% | -5 | 3% | 1% | -9% | -12 | 18% | 30% |
| C(=C\c1nnc(-c2cccs2)o1)/c1ccccc1 | 20% | 4 | 5% | -1% | -12% | -7 | 6% | -10% |
| CCCn1c(C(C)Nc2nc(-c3ccc(Cl)c([N+](=O)[O-])c3)cs2)nc2ccccc21 (stereo unspecified) | 6% | -5 | -15% | -4% | 8% | -29 | 11% | ? |
| CCOc1ccc(-n2c(=O)c3c(C)c(C)sc3n(Cc3c(F)cccc3Cl)c2=O)cc1 | · | · | -7% | · | · | 9 | 16% | -22% |

Compound activity as filed in PubChem BioAssay.

These rows are one share of the data. The share of hits here may be higher or lower than overall.
